MrgX1 PAM = positive allosteric modulators of MrgX1, primary screen, HEK293 cells, Fluo-4 calcium flux | Mas-related G-protein coupled receptor member X1 (Homo sapiens), Q96LB2 | FDSS; active compounds read high | B-score at 10 µM | 0.63% of 310,000 active | AID 588675, 2011;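 active = plate-corrected calcium response at least 3 library SD above typical, normal starting fluorescence, not activating the receptor alone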;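 also: compound read alongside a low EC10 to EC30 dose of BAM8-22 agonist; peak minus trough fluorescence over baseline measured at the second addition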
ANO1 block = TMEM16A chloride channel inhibitors, primary screen, cell-based, HTS | HEK293 TMEM16A/YFP iodide influx fluorescence, ionomycin | normalized B-score (activity score, 25-100; higher = stronger inhibition) at 10 µM | 1.2% of 310,000 active;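 active = ratio plate-corrected score three or more library SD toward inhibition, starting fluorescence score within five deviations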;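 also: score derived from kinetic fluorescence span divided by baseline fluorescence per well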
Target sequence (Q8BHY3 whole entry, looked up): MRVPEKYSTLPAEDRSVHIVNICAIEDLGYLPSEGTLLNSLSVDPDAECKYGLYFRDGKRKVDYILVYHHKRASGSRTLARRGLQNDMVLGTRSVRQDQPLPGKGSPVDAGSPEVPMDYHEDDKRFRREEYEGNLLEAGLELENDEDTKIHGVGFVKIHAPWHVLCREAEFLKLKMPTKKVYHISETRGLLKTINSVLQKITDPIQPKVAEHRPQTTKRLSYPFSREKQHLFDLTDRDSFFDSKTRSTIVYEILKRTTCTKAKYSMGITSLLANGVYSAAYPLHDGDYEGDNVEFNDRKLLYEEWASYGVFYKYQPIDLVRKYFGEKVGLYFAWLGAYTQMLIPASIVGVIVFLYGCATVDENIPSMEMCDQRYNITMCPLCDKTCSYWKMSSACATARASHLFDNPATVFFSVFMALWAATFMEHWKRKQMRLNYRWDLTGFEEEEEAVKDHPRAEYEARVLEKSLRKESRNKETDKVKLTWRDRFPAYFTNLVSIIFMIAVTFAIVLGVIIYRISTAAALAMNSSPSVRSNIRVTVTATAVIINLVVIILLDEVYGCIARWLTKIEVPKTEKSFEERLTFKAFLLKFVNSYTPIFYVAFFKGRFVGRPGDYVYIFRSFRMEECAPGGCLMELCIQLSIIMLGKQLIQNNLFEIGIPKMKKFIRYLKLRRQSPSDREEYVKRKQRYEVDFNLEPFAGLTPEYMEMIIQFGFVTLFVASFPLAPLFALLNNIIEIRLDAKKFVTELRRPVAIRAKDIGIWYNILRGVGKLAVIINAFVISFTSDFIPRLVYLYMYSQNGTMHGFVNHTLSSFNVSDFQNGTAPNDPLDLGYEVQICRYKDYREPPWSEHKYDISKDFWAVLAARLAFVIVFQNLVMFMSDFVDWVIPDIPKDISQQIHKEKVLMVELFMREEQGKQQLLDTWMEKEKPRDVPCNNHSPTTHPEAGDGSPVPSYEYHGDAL
TRPC6 inhibitor = mouse TRPC6 channel inhibitors, primary screen, cell-based, HEK293, membrane potential dye. 1.1% of 310,000 active. Short transient receptor potential channel 6 (Mus musculus), Q61143. B-score at 10 µM. ACh-evoked depolarization; active compounds read low. AID 2553, 2010;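 active = B-score under library mean minus 3 SD, initial fluorescence not abnormally high, positive integrated signal ratio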;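 also: B-score derived from integrated fluorescence ratio over the kinetic read; more negative B-score means stronger inhibition of depolarization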
SKKanGAS inh = S. pyogenes SKKanGAS growth inhibitors in kanamycin, primary screen, streptokinase expression inhibitor project, SKKanGAS strain, BacTiter-Glo luminescence | 6 h | inhibition, % at 7.5 µM | 1.3% of 300,000 active | AID 1662, 2009;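 active = mean replicate score, as percent of positive control median, at least 50; inconclusive = mean below 50 but one replicate at or above 50; inactive = mean and every replicate below 50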;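 also: strain carries kanamycin resistance gene driven by streptokinase promoter and grows in 40 µg/ml kanamycin; loss of luminescence reflects streptokinase promoter inhibition or plain growth inhibition; 0% = median of DMSO wells and 100% = positive control at its reference dose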
TRPC6 activator = mouse TRPC6 channel activators, primary screen, cell-based, HEK293, membrane potential dye; Short transient receptor potential channel 6 (Mus musculus), Q61143; HEK293-TRPC6 membrane potential dye fluorescence; active compounds read high; B-score at 10 µM; 0.13% of 310,000 active; AID 2550, 2010;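 active = B-score of the integrated fluorescence ratio above library mean plus 3 SD, and starting fluorescence ratio within library mean plus 5 SD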;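 also: higher score means more depolarization so channel activation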
MrgX1 antag = antagonists of human MrgX1 receptor, primary screen, HEK293 cells, Fluo-4 calcium flux | BAM8-22 antagonism; active compounds read low | B-score at 10 µM | Mas-related G-protein coupled receptor member X1 (Homo sapiens), Q96LB2 | 1.3% of 310,000 active;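 active = calcium-response B-score plate-corrected more than 3 library SD below zero, starting fluorescence within 5 deviations, no agonist response on first addition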;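 also: peak minus trough fluorescence over baseline after final BAM8-22 challenge near maximal dose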
RGS4 inh = RGS4 inhibitors, primary screen, cell-based, HEK293 M3R inducible RGS4, calcium flux | Regulator of G-protein signaling 4 (Homo sapiens), P49798 | Fluo-4 calcium flux; active compounds read high; triggered by carbachol at its EC20 | B-score at 10 µM | 0.45% of 310,000 active | AID 463165, 2010;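 active = B-score, a plate-corrected calcium signal, over three deviations above library mean, with baseline fluorescence within five deviations of library mean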;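 also: RGS4 expression induced by doxycycline in cells with stable M3 receptor; B-score is computed from the integrated fluorescence ratio over baseline after carbachol; higher B-score means a larger calcium signal and so more RGS4 inhibition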
RGS4 pot = RGS4 potentiators or activators, primary screen, cell-based, HEK293 M3R inducible RGS4, calcium flux | carbachol calcium flux Fluo4; active compounds read low | AID 463111, 2010 | 0.92% of 310,000 active | B-score at 10 µM;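 active = B-score of the integrated calcium signal more than 4 SD below the library mean, with starting fluorescence not abnormally high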;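 also: negative B-score means reduced calcium response which marks RGS4 activation or potentiation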
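System: HEK293 FlpIn-TREx cells, stable M3R, doxycycline-inducible RGS4. Timing: overnight RGS4 induction, 30 min dye load 37 °C, 20 min compound RT. Also added: carbachol, ECmax concentration. Measured by: Fluo4 fluorescence kinetic imaging of calcium. Evaluation: integrated calcium ratio converted to B score.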
MrgX1 agonist = agonists of human MrgX1 receptor, primary screen, HEK293 cells, Fluo-4 calcium flux | 0.44% of 310,000 active | B-score at 10 µM | Fluo-4 calcium fluorescence, agonist mode; active compounds read high | Mas-related G-protein coupled receptor member X1 (Homo sapiens), Q96LB2 | AID 588627, 2011;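 active = calcium response B-score plate-corrected fluorescence ratio at least 3 library SD, with starting fluorescence B-score inside 5 SD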
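Material: HEK293 cells stably expressing human MrgX1 receptor | Quantity: 15,000 cells per well | Times: Cells plated overnight, dye loaded 0.5 h 37 °C, 0.5 h room temperature | Measured by: Kinetic Fluo-4 NW fluorescence of intracellular calcium | Control set: Positive and negative controls per plate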
ANO1 activ = TMEM16A chloride channel activators or potentiators, primary screen, cell-based, HTS; HEK293 TMEM16A/YFP-H148Q/I152L, iodide quench fluorescence; active compounds read low; B-score at 10 µM; 0.3% of 340,000 active; AID 623877, 2012;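 active = fluorescence-ratio B-score plate-corrected deviation score at least 3 library SD below zero, with starting fluorescence score within 5 deviations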;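 also: channel opened by trigger with iodide after compound preincubation; score built on the fluorescence ratio of max minus min over baseline; more negative score means more quench and so TMEM16A activation or potentiation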
HDAC3 inhib = HDAC3 deacetylase inhibitors, primary screen, biochemical, fluorescence, cell-free homogeneous. Histone deacetylase 3 (Homo sapiens), O15379. recombinant HDAC3, fluorogenic peptide/trypsin coupled. inhibition, % at 8.3 µM. 0.15% of 320,000 active. AID 2718, 2010; in the data active = inhibition above about 26%, passing the limit was not always enough; inconclusive = no clear call, values can overlap the other calls
* hit, by the source's call; i = inactive; ? = inconclusive; · = not tested or not shown.

SMILES	MrgX1 PAM	ANO1 block	TRPC6 inhibitor	SKKanGAS inh	TRPC6 activator	MrgX1 antag	RGS4 inh	RGS4 pot	MrgX1 agonist	ANO1 activ	HDAC3 inhib
CN(C)S(=O)(=O)c1cccc(NC(=S)N(CCC#N)Cc2cccnc2)c1	i	i	i	2.9	i	i	i	i	i	i	-5.6
Cc1ccc(NC2=CC(=O)CC(C)(C)C2)cc1Cl	i	i	i	-2.6	i	i	i	i	i	i	-5.0
CN(C)/C=c1\sc2c(C#N)cc(C(=O)c3ccc(Br)cc3)n2c1=O	i	i	i	6.9	i	i	i	i	i	i	0.5
Cc1cc(OC2CCCCC2)nc(-c2ccccc2O)n1	i	i	i	13.7	i	i	i	i	i	i	3.2
COc1ccc(NC(=O)C(NC(=O)Cc2cccs2)c2ccc(C)cc2)cc1 (centres undefined)	i	i	i	1.9	i	i	i	i	i	i	·
Cc1cccc(C(=O)Nc2nnc(S(=O)(=O)N3CCOCC3)s2)c1	i	i	i	14.4	i	i	i	i	i	i	12.2
CCCCNC(=O)c1nn2c(C(F)(F)F)cc(-c3ccccc3)nc2c1Br	i	i	i	-3.2	i	i	i	i	i	i	-1.3
Cc1ccc(CSCCC(=O)NCCc2ccc(Cl)cc2)cc1	i	i	i	-3.7	i	i	i	i	i	i	9.2
COc1ccc(C2/C=C\CN(Cc3ccc(N(C)C)cc3)CC(=O)N2Cc2ccc(F)cc2)cc1 (centres undefined)	i	i	i	2.0	i	i	i	i	i	i	2.0
COC(=O)NCCOc1nc(N(C)C)nc(N(C)C)n1	i	i	i	3.0	i	i	i	i	i	i	-7.3
O=C(/C=C/c1cccs1)N1CCC2(CC1)Oc1ccc(Cl)cc1C(=O)C21CC(c2cccnc2)=NO1 (centres undefined)	i	i	i	36.6	i	i	i	i	i	i	2.3
CCCC1C(C(=O)OCC)=C(C)NC(C)=C1C(=O)OCC	i	i	i	-2.9	i	i	i	i	i	i	-4.9
CSc1ccccc1C(=O)N(CC1CCCO1)c1c(N)n(Cc2ccccc2)c(=O)[nH]c1=O (centres undefined)	i	i	i	-7.6	i	i	i	i	i	i	11.2
CC1=C(C(=O)Nc2ccc(C)cc2)C(c2ccc(N(C)C)cc2)NC(=O)N1 (centres undefined)	i	i	i	7.0	i	i	i	i	i	i	8.4
CN(C(=O)COc1cc(=O)n(C)c2ccccc12)c1ccc(Cl)cc1	i	i	i	-3.8	i	i	i	i	i	i	-4.7
COc1ccc(C2/C=C\CN(C(=O)Oc3ccc(C(F)(F)F)cc3)CC(=O)N2Cc2ccc(F)cc2)cc1 (centres undefined)	i	i	i	12.6	i	i	i	i	i	i	13.4
Cc1ccc2nc(NC(=O)CSCc3ccccc3)sc2c1	i	i	i	3.0	i	i	i	i	i	i	-2.2
N#Cc1c(C#N)c(O)c2ccccc2c1O	i	i	i	8.0	i	i	i	i	i	i	4.7
COc1ccc(CC(=O)Nc2cc(C)on2)cc1OC	i	i	i	-7.7	i	i	i	i	i	i	-0.4
Cc1c(CC(=O)N[C@@H](C)C(=O)O)c(=O)oc2c(C)c3occ(-c4ccccc4)c3cc12	i	i	i	8.2	i	i	i	i	i	i	9.4
CC(=O)N1CCOc2ccc(S(=O)(=O)Nc3ccc(C)cn3)cc21	i	i	i	3.3	i	i	i	i	i	i	-7.5
NC(=O)CSc1nnc(-c2ccc(S(=O)(=O)N3CCCC3)cc2)n1Cc1ccco1	i	i	i	5.4	i	i	i	i	i	i	-0.4
Cc1cc(C)c2oc(-c3cccc(N)c3)nc2c1	i	i	i	-2.9	i	i	i	i	i	i	-29.2
COC(=O)c1cc(S(=O)(=O)N2CCN(c3ccccc3OC)CC2)cn1C	i	i	i	-1.3	i	i	i	i	i	i	1.4
CCCCCCCCCCCC(=O)N1CC(=O)NC(=O)C1	i	i	i	10.0	i	i	i	i	i	i	12.2
Going on with the list.
SMILES	MrgX1 PAM	ANO1 block	TRPC6 inhibitor	SKKanGAS inh	TRPC6 activator	MrgX1 antag	RGS4 inh	RGS4 pot	MrgX1 agonist	ANO1 activ	HDAC3 inhib
CCCC1CC(CSc2ncn[nH]2)OC1=O (centres undefined)	i	i	i	-1.0	i	i	i	i	i	i	-1.0
CC(c1nc2ccccc2c(=O)[nH]1)N1CCN(C)CC1 (centres undefined)	i	i	i	5.5	i	i	i	i	i	i	-0.7
CCOC(=O)c1cnn(-c2nc(-c3ccc(F)cc3)cs2)c1C(F)(F)F	i	i	i	38.8	i	i	i	i	i	i	-5.7
O=c1c2c3c(sc2nc(NCCOCCO)n1Cc1ccco1)CCCCC3	i	i	i	27.2	i	i	i	i	i	i	6.2
O=C(c1ccco1)N1CCN(Cc2nc3ccc([N+](=O)[O-])cc3c(=O)n2-c2ccccc2F)CC1	i	i	i	4.7	i	i	i	i	i	i	0.9
COc1ccc(N(CC(=O)Nc2cccc3ccccc23)S(C)(=O)=O)cc1	i	i	i	-15.5	i	i	i	i	i	i	-2.1
O=C(C[n+]1ccc2ccccc2c1)c1cccc2ccccc12	i	i	i	-1.7	i	i	i	i	i	i	2.2
CCCc1cc(=O)n2[nH]c(C)cc2n1	i	i	i	9.0	i	i	i	i	i	i	-9.7
COc1ccccc1CNc1ncnc2c1nnn2Cc1ccccc1	i	i	i	10.0	i	i	i	i	i	i	1.2
O=C1Nc2c(c(=O)[nH]c(=O)n2-c2ccccc2)C1(Nc1ncccn1)C(F)(F)F (centres undefined)	i	i	i	2.0	i	i	i	i	i	i	2.2
Cc1sc(Nc2ccc([N+](=O)[O-])cc2)nc1-c1c(C)n(C)n(-c2ccccc2)c1=O	i	i	i	0.7	i	i	i	i	i	i	12.2
Cc1coc2cc3oc(=O)c4c(c3cc12)CCCC4	i	i	i	-5.9	i	i	i	i	i	i	2.8
Cc1ccc(N2CC(C(=O)Nc3ccc(N4CCOCC4)cc3)CC2=O)cc1C (centres undefined)	i	i	i	-5.1	i	i	i	i	i	i	-5.0
Cc1ccc(C)c(NC(=O)CN(C)C(=O)c2ccccc2OCc2ccccc2Cl)c1	i	i	i	6.5	i	i	i	i	i	i	-1.9
COc1ccc(-c2nc(CS(=O)CC(=O)NCCCN3CCCC3)c(C)o2)cc1OC (centres undefined)	i	i	i	-10.3	i	i	i	i	i	i	10.3
O=[N+]([O-])c1ccc(OCCOc2ccccc2/C=N/n2cnnc2)cc1	i	i	i	-2.9	i	i	i	i	i	i	-4.6
COc1cccc(C(=O)NCCC(=O)NCc2cc(=O)n(C)c(=O)n2C)c1	i	i	i	-0.6	i	i	i	i	i	i	-2.0
Cc1[nH][nH]c(=O)c1C(c1ccc(-c2ccc(Cl)c(Cl)c2)o1)c1c(C)[nH][nH]c1=O	i	i	i	13.8	i	i	i	i	i	i	-5.8
CC1Cc2cc(S(=O)(=O)N3CCCC(C(=O)N4CCCCC4)C3)ccc2N1C(=O)C1CC1 (centres undefined)	i	i	i	-6.7	i	i	i	i	i	i	-1.0
O=C1C2CCCCN2C(=O)N1CCCCN1CCN(c2ccc(F)cc2)CC1 (centres undefined)	i	i	i	-4.3	i	i	i	i	i	i	9.7
Cc1cccc(OCC(=O)N2CCC(N3CCCCCC3)CC2)c1	i	i	i	-1.8	i	i	i	i	i	i	0.0
COC(Cc1nnc(SC)n1-c1ccccc1)OC	i	i	i	-0.3	i	i	i	i	i	i	-5.1
S=c1[nH]nc(Nc2ccccc2Cl)s1	i	i	i	-7.6	i	i	i	i	i	i	16.1
O=C(Nc1ccc(S(=O)(=O)N2CCCC2)cc1)Nc1ccc(F)cc1F	i	i	i	0.7	i	i	i	i	i	i	13.8
COc1ccc(CC(=O)Nc2ccc(N(C)C)c3ccccc23)cc1	i	i	i	3.4	i	i	i	i	i	i	?
Other compounds follow:
SMILES	MrgX1 PAM	ANO1 block	TRPC6 inhibitor	SKKanGAS inh	TRPC6 activator	MrgX1 antag	RGS4 inh	RGS4 pot	MrgX1 agonist	ANO1 activ	HDAC3 inhib
CCOC(=O)c1ccc(NC2Nc3cc(C)nn3S2)cc1 (centres undefined)	i	i	i	-3.2	i	i	i	i	i	i	-0.2
O=C(NC1CCOCC1)C1CCC(=O)N(CCc2ccc(Cl)cc2)C1 (centres undefined)	i	i	i	-8.2	i	i	i	i	i	i	0.1
CNc1nc(Nc2ccc(C)c(Cl)c2)nc(N)c1[N+](=O)[O-]	i	i	i	42.0	i	i	12.7*	i	i	i	4.0
COc1ccc(C(=O)NCCCCCC(=O)O)cc1OC	i	i	i	5.6	i	i	i	i	i	i	-7.8
CN(Cc1nc(-c2cccs2)no1)CC1(N2CCOCC2)CCCCC1	i	i	i	-10.3	i	i	i	i	i	i	0.9
O=C(CCC(=O)N1CCN(Cc2ccccc2)CC1)Nc1nnc(C2CCCCC2)s1	i	i	i	-3.0	i	i	i	i	i	i	-0.4
COc1ccc(CCNC(=O)c2oc3ccc(OC)cc3c2C)cc1	i	i	i	8.8	i	i	i	i	i	i	-1.6
O=c1oc2ccccc2c(NC2CCCCC2)c1NS(=O)(=O)c1ccc(F)cc1	i	i	i	1.1	i	i	i	i	i	i	1.0
CCN1C(=O)[C@H]2[C@@H](c3ccc(-c4ccc(OC)cc4)cc3)N[C@@](Cc3ccccc3)(C(=O)OC)[C@H]2C1=O	i	i	i	8.2	i	i	i	i	i	i	-1.5
CCOC(=O)C(Sc1cc(C)nc(N)n1)C(C)=O (centres undefined)	i	i	i	0.7	i	i	i	i	i	·	?
CN1CCN(C(=O)c2cnn3c(C(F)F)cc(C4CC4)nc23)CC1	i	i	i	0.8	i	i	i	i	i	i	3.6
CC(=O)N1CCN=C1SCc1ccc(Cl)cc1	i	i	i	5.6	i	i	i	i	i	i	6.4
